Assay outcomes as filed in PubChem BioAssay.
Myeloid diff 2 = promotes myeloid progenitor differentiation; ER-HoxA9 myeloid progenitors, lysozyme-GFP differentiation, flow cytometry; calls only at 10 µM; 360,000 tested, 1% active;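 active = normalized GFP-positive differentiation at or above the plate's own cutoff, the solvent-only control mean plus 3 SD; inconclusive = no clear call, values can overlap the other calls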;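 note: cells exposed to compound for four days before flow analysis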
NS5 inhibitors = flavivirus cap methylation enzyme inhibition – biochemical, confirmation dose response, primary screen (AID 588689); Dengue-2 NS5 methyltransferase capping enzyme assay, biochemical; higher % means a stronger effect; one-dose inhibition, % at 25 µM; IC50 in µM for titrated hits; 340,000 tested, 0.3% active; in the data active = a potency from the dose series; inconclusive = inhibition above about 29% without an active follow-up result
HIV peptide binding = cell-free HIV fusion peptide-binding blockers – biochemical, uHTS, fluorescence dequenching, primary screen (AID 1986); cell-free peptide binding, fluorescence dequenching, 30 min; higher % means a stronger effect; one-dose inhibition, % at 20 µM; IC50 in µM for titrated hits; 290,000 tested, 0.3% active; in the data active = inhibition mostly above about 52%, no sharp cut-off; inactive = mostly below about 76%; note: some results filed as inactive read as strong as hits
XIAP antagonists = XIAP antagonists, biochemical, IAP family, fluorescence polarization (AID 1018); XIAP BIR domain, fluorescence polarization peptide displacement; higher % means a stronger effect; displacement, % at 20 µM; hits with a dose series show IC50 in µM; 200,000 tested, 0.007% active; in the data active = displacement above about 50%; note: a part of the inactive calls stands beside numbers as strong as those of hits
LYP inhibition = PTPN22 lymphoid phosphatase activity blockers – biochemical, fluorescence intensity, uHTS (AID 1779). 290,000 tested, 0.054% active. one-dose inhibition, % at 11.5 µM; IC50 in µM for titrated hits. recombinant LYP phosphatase, fluorescence intensity; higher % means a stronger effect;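 note: plate controls were vehicle with enzyme for no effect and no enzyme for full effect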
Siah-1 displacement = blockers of Siah-1 interaction with plectin peptide – biochemical, fluorescence polarization, rhodamine-plectin, uHTS, primary screen (AID 1817). Siah-1 / rhodamine-plectin peptide fluorescence polarization; higher % means a stronger effect. displacement, % at 20 µM, or IC50 in µM where a hit was titrated. 290,000 tested, 0.02% active;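 active = displacement of at least 50% at 20 µM, with a fluorescence ratio check between 0.3 and a set limit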;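 note: plate controls were Siah plus tracer with DMSO for no effect and tracer alone without Siah for full effect; strong numbers were not always called active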
AID2073 = inhibitors of Mint1-CaV2.2 protein interaction, biochemical, HTRF (AID 2073); HTRF protein-protein interaction, Mint1-CaV2.2; higher % means a stronger effect; one-dose inhibition, % at 20 µM; IC50 in µM for titrated hits; 290,000 tested, 0.19% active; in the data active = inhibition mostly above about 51%, no sharp cut-off; inconclusive = no clear call, values can overlap the other calls; inactive = mostly below about 53%; note: some results filed as inactive read as strong as hits
NOD2 inhibition = NOD2 signaling inhibitors, cell-based, luminescence, uHTS, HEK293 (AID 1566) | HEK293 NOD2/NF-kB luciferase reporter, luminescence; higher % means a stronger effect | inhibition, % at 4 µM, or EC50 in µM where a hit was titrated | 290,000 tested, 0.63% active; note: many of its hits are not listed in these tables
Hep lipid drop = hepatic lipid droplet formation modulation | AML12 mouse hepatocytes, oleate lipid droplets, BODIPY imaging | inhibition, % at 6.5 µM | 240,000 tested, 0.4% active;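 active = lipid droplet intensity inhibited by at least 50%, with more than 500 cells counted; inconclusive = wells with under 300 cells, treated as cytotoxic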
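Technique: fluorescence imaging, 20x objective, two fields per well / Assay system: AML12 hepatocytes (mouse) / Measure: % inhibition of lipid droplet signal / Doses: 6.5 µM single-point dosing / Incubation: overnight exposure / Reagent: 100 µM oleic acid challenge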
Hep lipid drop cells 6.5 µM = second read-out of Hep lipid drop, no call of its own (marks repeat the call); cell count; measured here: cell count, cytotoxicity flag;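 cells counted across two imaged fields per well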
NS5 inhibitors pilot replicate = further read-out of NS5 inhibitors, marked with its call; inhibition, %; measured here: pilot screen replicate inhibition
Myeloid diff 2 GFP+ MAC1+ % = recorded beside Myeloid diff 2, whose call it bears; GFP+ MAC1+ double positive, %; measured here: differentiation confirmed by MAC1 staining
Starred values were filed as active, the others as inactive. Cut-off read from the data, not from the text of the source, unless noted: active = inhibition above about 50%; inactive = the rest. Not all compounds are listed, so the mix of outcomes need not match the whole.

Results for Cc1ccc(CCNC(=O)c2cc(C)nn2-c2ccccc2)cc1 ?
Myeloid diff 2: inactive; NS5 inhibitors: -12.9%; HIV peptide binding: -0.7%; LYP inhibition: -4.3%; Siah-1 displacement: 1.5%; AID2073: 3.7%; NOD2 inhibition: 9.8%; Hep lipid drop: -47.6; Hep lipid drop cells 6.5 µM: 738; Myeloid diff 2 GFP+ MAC1+ %: 0.4

Results for CN(C)c1nc(Oc2ccc(=O)n(-c3ccccc3)n2)nc(N2CCOCC2)n1 ?
Myeloid diff 2: inactive; NS5 inhibitors: -4.8%; HIV peptide binding: -2.9%; XIAP antagonists: 2.7%; LYP inhibition: -8.7%; Siah-1 displacement: 1.6%; AID2073: 21.4%; NOD2 inhibition: -6.1%; Myeloid diff 2 GFP+ MAC1+ %: 1.3

How did Cc1cc(C2=NNC(=NC3CC3)SC2)c(C)n1-c1c(C)n(C)n(-c2ccccc2)c1=O do in these assays?
Myeloid diff 2: inactive; NS5 inhibitors: 2.7%; HIV peptide binding: 1.4%; XIAP antagonists: -6.7%; LYP inhibition: -0.6%; Siah-1 displacement: -5.5%; AID2073: -8.1%; NOD2 inhibition: -1.3%; Hep lipid drop: 3.2; Hep lipid drop cells 6.5 µM: 754; Myeloid diff 2 GFP+ MAC1+ %: 0.5

Results for COC(=O)c1ccccc1Oc1ccc(NC(=O)CCCl)cc1 ?
Myeloid diff 2: inactive; NS5 inhibitors: 0.7%; HIV peptide binding: -0.1%; XIAP antagonists: -9.1%; LYP inhibition: -7.2%; Siah-1 displacement: -1.1%; AID2073: 5.7%; NOD2 inhibition: -4.9%; Hep lipid drop: -1.0; Hep lipid drop cells 6.5 µM: 663; Myeloid diff 2 GFP+ MAC1+ %: 0.4

How did Cc1ccc2c(c1)CCCN2C(=O)c1ccncc1 do in these assays?
Myeloid diff 2: inactive; NS5 inhibitors: 2.4%; HIV peptide binding: 1.1%; XIAP antagonists: -6.4%; LYP inhibition: -2.7%; Siah-1 displacement: -0.7%; AID2073: -1.8%; NOD2 inhibition: 8.2%; Hep lipid drop: 29.5; Hep lipid drop cells 6.5 µM: 773; Myeloid diff 2 GFP+ MAC1+ %: 6.4

Results for O=C(Nc1ccc2nc(C3CC3)n(Cc3ccc(F)cc3)c(=O)c2c1)c1ccco1 ?
Myeloid diff 2: active; NS5 inhibitors: -2.9%; HIV peptide binding: 0.2%; XIAP antagonists: -11.4%; LYP inhibition: 1.5%; Siah-1 displacement: -1.4%; AID2073: 6.7%; NOD2 inhibition: 7.0%; Myeloid diff 2 GFP+ MAC1+ %: 6.1*

Results for O=C(NNc1nc2c(F)cc(F)cc2s1)c1ccccc1 ?
Myeloid diff 2: inactive; NS5 inhibitors: -9.3%; HIV peptide binding: -0.7%; XIAP antagonists: -2.9%; LYP inhibition: -6.3%; Siah-1 displacement: -3.4%; AID2073: -8.7%; NOD2 inhibition: 12.3%; Hep lipid drop: -20.1; Hep lipid drop cells 6.5 µM: 653; Myeloid diff 2 GFP+ MAC1+ %: 0.6

Results for COc1ccc(C2=NN(C(=O)c3cccs3)C(O)(C(F)(F)F)C2)cc1 (configuration not stated) ?
Myeloid diff 2: inactive; NS5 inhibitors: -12.7%; HIV peptide binding: -3.1%; XIAP antagonists: -3.0%; LYP inhibition: 5.5%; Siah-1 displacement: -0.1%; AID2073: 15.3%; NOD2 inhibition: -12.9%; Hep lipid drop: 6.5; Hep lipid drop cells 6.5 µM: 689; Myeloid diff 2 GFP+ MAC1+ %: 0.1

Results for O=[N+]([O-])c1c(Nc2ccccn2)cc(Cl)c2nonc12 ?
Myeloid diff 2: inconclusive; NS5 inhibitors: 20µM*; HIV peptide binding: 7.7%; LYP inhibition: 2.4%; Siah-1 displacement: 88.3%; AID2073: -35.6%; NOD2 inhibition: -30.4%; Hep lipid drop: -7.7; Hep lipid drop cells 6.5 µM: 718

What do the screens show for `CCOc1cc(NC(=S)NCC2CCCO2)c(OCC)cc1NC(=O)c1ccccc1` (configuration not stated)?
Myeloid diff 2: inactive; NS5 inhibitors: -7.5%; HIV peptide binding: -1.1%; XIAP antagonists: -0.1%; LYP inhibition: -2.4%; Siah-1 displacement: 4.9%; AID2073: -6.5%; NOD2 inhibition: 3.5%; Hep lipid drop: 4.6; Hep lipid drop cells 6.5 µM: 620; NS5 inhibitors pilot replicate: -3.6; Myeloid diff 2 GFP+ MAC1+ %: 0.3

Results for c1ccc(CCNc2nc(-c3ccncc3)cs2)cc1 ?
Myeloid diff 2: inactive; NS5 inhibitors: -4.4%; HIV peptide binding: 0.5%; XIAP antagonists: -0.9%; LYP inhibition: -0.5%; Siah-1 displacement: 0.1%; AID2073: -5.8%; NOD2 inhibition: 3.6%; Hep lipid drop: -16.8; Hep lipid drop cells 6.5 µM: 679; Myeloid diff 2 GFP+ MAC1+ %: 0.1

How did CCNC(=O)c1ccc2c(c1)C1C3CCC(C3)C1C(c1ccccc1)N2 (configuration not stated) do in these assays?
Myeloid diff 2: inactive; NS5 inhibitors: -7.3%; HIV peptide binding: -3.1%; XIAP antagonists: -2.4%; LYP inhibition: -1.2%; Siah-1 displacement: -5.2%; AID2073: 11.6%; NOD2 inhibition: 19.5%; Hep lipid drop: -8.6; Hep lipid drop cells 6.5 µM: 603; Myeloid diff 2 GFP+ MAC1+ %: 0.4

How did CC(=O)N1CCN(c2ccccc2NC(=O)Cc2ccc(Cl)cc2)CC1 do in these assays?
Myeloid diff 2: inactive; NS5 inhibitors: 1.5%; HIV peptide binding: 0.8%; XIAP antagonists: 4.0%; LYP inhibition: -7.1%; Siah-1 displacement: -2.5%; AID2073: -7.2%; NOD2 inhibition: 0.4%; Hep lipid drop: -4.0; Hep lipid drop cells 6.5 µM: 702; Myeloid diff 2 GFP+ MAC1+ %: 0.7

Results for O=C(Nc1ccc(Cl)c(Cl)c1)Nc1nc(-c2ccccc2)cs1 ?
Myeloid diff 2: inactive; NS5 inhibitors: 2.6%; HIV peptide binding: 1.1%; XIAP antagonists: -4.0%; LYP inhibition: -5.5%; Siah-1 displacement: -5.4%; AID2073: 1.8%; NOD2 inhibition: 19.0%; Hep lipid drop: 2.0; Hep lipid drop cells 6.5 µM: 705; Myeloid diff 2 GFP+ MAC1+ %: 1.0

Results for COc1cc(NC(=O)c2cccs2)cc(OC)c1 ?
Myeloid diff 2: inactive; NS5 inhibitors: -3.4%; HIV peptide binding: 3.4%; XIAP antagonists: -1.3%; LYP inhibition: -7.0%; Siah-1 displacement: 12.7%; AID2073: 5.1%; NOD2 inhibition: -14.9%; Hep lipid drop: -32.5; Hep lipid drop cells 6.5 µM: 698; Myeloid diff 2 GFP+ MAC1+ %: 1.4

How did N#CCCn1c(-c2nonc2NC(=O)c2ccccc2Cl)nc2ccccc21 do in these assays?
Myeloid diff 2: inactive; NS5 inhibitors: -1.4%; HIV peptide binding: -0.5%; XIAP antagonists: -3.4%; LYP inhibition: -8.5%; Siah-1 displacement: 0.1%; AID2073: 1.5%; NOD2 inhibition: 11.9%; Myeloid diff 2 GFP+ MAC1+ %: 5.7

How did O=C(NC1CCCC1)NS(=O)(=O)c1ccccc1Cl do in these assays?
Myeloid diff 2: inactive; NS5 inhibitors: -0.8%; HIV peptide binding: 1.6%; XIAP antagonists: -6.5%; LYP inhibition: -12.1%; Siah-1 displacement: -1.8%; AID2073: 1.5%; NOD2 inhibition: 16.2%; Myeloid diff 2 GFP+ MAC1+ %: 1.0

How did COc1cccc(C(=O)Nc2cccc(-c3ccc4nncn4n3)c2)c1OC do in these assays?
Myeloid diff 2: inactive; NS5 inhibitors: -1.5%; HIV peptide binding: 1.2%; XIAP antagonists: 0.2%; LYP inhibition: -0.4%; Siah-1 displacement: -0.3%; AID2073: 11.7%; NOD2 inhibition: -2.0%; Hep lipid drop: -2.6; Hep lipid drop cells 6.5 µM: 758; Myeloid diff 2 GFP+ MAC1+ %: 0.6

What do the screens show for `Cc1cc(C)n(CC(O)COc2ccc(C(C)C)c(C)c2)n1` (configuration not stated)?
Myeloid diff 2: inactive; NS5 inhibitors: -3.3%; HIV peptide binding: -1.5%; LYP inhibition: -8.9%; Siah-1 displacement: -2.9%; AID2073: 7.9%; NOD2 inhibition: 4.4%; Hep lipid drop: -6.8; Hep lipid drop cells 6.5 µM: 782; NS5 inhibitors pilot replicate: -4.9; Myeloid diff 2 GFP+ MAC1+ %: 0.5

How did O=C(CSc1nnnn1Cc1ccccc1)Nc1ccccc1 do in these assays?
Myeloid diff 2: inactive; NS5 inhibitors: 0.8%; HIV peptide binding: 1.2%; LYP inhibition: -5.4%; Siah-1 displacement: 1.9%; AID2073: -12.2%; NOD2 inhibition: -3.8%; Hep lipid drop: 3.0; Hep lipid drop cells 6.5 µM: 709; Myeloid diff 2 GFP+ MAC1+ %: 1.5

How did O=C(CSc1ccccc1)Nc1ccccc1C(=O)N1CCCC1 do in these assays?
Myeloid diff 2: inactive; NS5 inhibitors: 3.6%; HIV peptide binding: -1.3%; XIAP antagonists: -7.2%; LYP inhibition: -5.5%; Siah-1 displacement: 1.4%; AID2073: 8.1%; NOD2 inhibition: 3.8%; Hep lipid drop: -9.2; Hep lipid drop cells 6.5 µM: 658; Myeloid diff 2 GFP+ MAC1+ %: 0.4

Results for Cc1noc(/C=C/N(C)C)c1S(=O)(=O)N(C)CC(=O)NC1CCCCC1 ?
Myeloid diff 2: inactive; NS5 inhibitors: -8.3%; HIV peptide binding: 0.0%; XIAP antagonists: -7.9%; LYP inhibition: 2.7%; Siah-1 displacement: 3.5%; AID2073: -5.2%; NOD2 inhibition: 5.4%; Hep lipid drop: 18.1; Hep lipid drop cells 6.5 µM: 691; Myeloid diff 2 GFP+ MAC1+ %: 1.0

Results for Cc1ccc(-n2[nH]c(C)c(C=Nc3cc(C)ccn3)c2=O)cc1 ?
Myeloid diff 2: inactive; NS5 inhibitors: -4.1%; HIV peptide binding: 0.8%; XIAP antagonists: -0.7%; LYP inhibition: 1.2%; Siah-1 displacement: 3.9%; AID2073: 7.2%; NOD2 inhibition: 7.9%; Hep lipid drop: -7.9; Hep lipid drop cells 6.5 µM: 608; Myeloid diff 2 GFP+ MAC1+ %: 0.9
